Screens from PubChem.
STK33 kinase inh: inhibitors of purified STK33 kinase, primary screen, biochemical, ADP-Glo luminescence, homogeneous, cell-free. inhibition, % at 10 µM. Serine/threonine-protein kinase 33 (Homo sapiens), Q9BYT3. MBP phosphorylation. hit rate 0.073% among 320,000. AID 2661, 2010;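 active means inhibition at or above 25%, using the most active replicate where run in duplicate; inactive means inhibition below 25%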
Target sequence (Q9BYT3 whole entry, looked up): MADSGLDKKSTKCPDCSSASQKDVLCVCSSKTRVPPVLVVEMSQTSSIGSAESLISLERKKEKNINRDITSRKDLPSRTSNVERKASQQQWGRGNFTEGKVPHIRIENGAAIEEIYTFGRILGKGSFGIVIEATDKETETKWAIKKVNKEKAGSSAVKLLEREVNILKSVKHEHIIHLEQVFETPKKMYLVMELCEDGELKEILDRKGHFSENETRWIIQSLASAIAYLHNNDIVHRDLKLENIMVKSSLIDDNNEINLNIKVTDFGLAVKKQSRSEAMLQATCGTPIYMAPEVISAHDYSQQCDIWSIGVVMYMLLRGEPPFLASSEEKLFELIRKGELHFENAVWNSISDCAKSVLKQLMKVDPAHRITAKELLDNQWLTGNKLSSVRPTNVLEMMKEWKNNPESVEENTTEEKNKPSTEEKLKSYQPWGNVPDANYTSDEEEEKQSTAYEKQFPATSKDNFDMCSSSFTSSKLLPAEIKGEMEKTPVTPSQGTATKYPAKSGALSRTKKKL
Kir21 inh: inhibitors of mouse Kir2.1 inward-rectifier potassium channel; Inward rectifier potassium channel 2 (Mus musculus), P35561; HEK293-Kir2.1, FluxOR thallium flux fluorescence; stronger effect = lower value; B-score at 10 µM; hit rate 0.85% among 310,000; AID 1672, 2009;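 active means fluorescence ratio B-score at or below minus 3 SD of library scores, with starting-brightness B-score within 2 SD, cut at about -4.2 in these data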;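 further: channel flux triggered by added potassium and thallium sulfate stimulus; B-score of peak minus minimum fluorescence over baseline after thallium stimulus; more negative B-score means stronger Kir2.1 block with less thallium influx; some compounds called inactive have numbers as strong as hits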
Target sequence (P35561 whole entry, looked up): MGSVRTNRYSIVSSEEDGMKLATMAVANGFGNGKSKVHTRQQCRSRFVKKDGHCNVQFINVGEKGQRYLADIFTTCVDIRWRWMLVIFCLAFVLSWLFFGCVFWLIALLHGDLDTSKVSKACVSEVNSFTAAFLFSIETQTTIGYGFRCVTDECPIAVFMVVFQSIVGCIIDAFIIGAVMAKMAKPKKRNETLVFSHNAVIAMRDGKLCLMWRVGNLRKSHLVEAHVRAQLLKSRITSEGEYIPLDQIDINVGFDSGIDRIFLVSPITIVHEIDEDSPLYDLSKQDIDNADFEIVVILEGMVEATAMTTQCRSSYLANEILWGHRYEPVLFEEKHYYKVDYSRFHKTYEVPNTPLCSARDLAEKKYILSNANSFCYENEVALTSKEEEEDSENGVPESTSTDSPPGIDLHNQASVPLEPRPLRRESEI
Numbers without * were called inactive; . = no result given.

SMILES	STK33 kinase inh	Kir21 inh
O=C(Nc1ccc(-n2cccn2)cc1)C1CCN(Cc2ccccn2)CC1	-0.2	1.1
CC(C)NC(=O)c1n[nH]c(=O)c2ccccc12	-1.1	0.93
CC1CN(Cc2csc(-c3ccc(Cl)cc3)n2)CC(C)O1 (stereo not drawn)	-1.8	0
CC1=C(C(=O)N2CCN(c3cc(C)ccc3C)CC2)C2(CCCCC2)OC1=O	-0.8	0.02
COc1cccc(-c2nnc(NC(=O)c3ccccc3Br)o2)c1	1.3	1.4
O=C(Nc1ccc(F)cc1)Nc1ccc2ccccc2n1	-0.2	-0.41
CCCNc1nc(-c2cc(C(=O)Nc3ccccc3)on2)cc(C(C)C)n1	-0.7	-1.1
CCn1c(SCC(=O)Nc2ccc(C)cc2)nc2nc3c(cc2c1=O)CCCC3	.	-1.5
Cc1ccc(C(=O)N2CCN(c3ccccc3)CC2)cc1NC(=O)c1ccco1	-2.0	-0.4
CCc1cc(=O)[nH]c(SCCC(F)=C(F)F)n1	0.0	2.6
COc1ccc(OCc2nn3c(-c4cccc(OC)c4)nnc3s2)cc1	0.0	-0.25
O=C(O)CN=C(NS(=O)(=O)c1ccc(Cl)cc1)c1ccc(F)cc1	-0.2	0.29
Cc1cnc(C(=O)OCc2ccc(Br)cc2)cn1	-0.1	0.02
O=C(Nc1ccccc1)c1cccc(-c2nnc(-c3ccccc3)o2)c1	0.6	-0.94
O=C(COC(=O)c1ccc(O)cc1)Nc1cc(C(F)(F)F)ccc1N1CCOCC1	-1.8	.
CCCCN1C(Nc2ccccc2)=NC[C@@H]1C	-0.6	.
O=C1C=CC(=O)N1c1cccc(-c2ccccc2)c1	-0.4	-0.68
CCOC(=O)c1[nH]c(CN2CCN(c3ccc(OC)cc3)CC2)c(C(=O)OCC)c1C	-1.2	-0.18
CCOC(=O)C(C)Sc1nnc(Cn2c(=O)sc3ccccc32)n1-c1ccccc1 (stereo not drawn)	-1.2	-0.85
COc1ccccc1C(=O)NCc1nnc(SC(C)C(=O)Nc2nccs2)n1C (stereo not drawn)	1.0	-1.9
O=C(O)CCN1C(=O)c2ccccc2C1=O	-0.5	1.3
c1csc(CCNc2ncnc3sc4c(c23)CCC4)c1	0.8	0.77
CCCS(=O)(=O)N1CCC(C(=O)NCCCOCC)CC1	-2.2	-1.1
O=c1c2c([nH]c3ccccc13)CCCCC2	-1.9	0.01
COc1ccccc1CNC(=O)CCNC(=O)Cn1ccc2ccccc2c1=O	-0.7	0.23
COc1ccc(Cl)cc1NC(=O)COC(=O)CNC(=O)c1ccc([N+](=O)[O-])c(C)c1	-1.4	1.2
Cc1c(O)ccc2cc(S(=O)(=O)c3ccccc3)c(=O)oc12	-0.5	-10
Cn1nnnc1SCC(=O)c1c(N)n(C)c(=O)n(C)c1=O	-1.5	0.15
CCOc1ccc(Cc2n[nH]c(=S)n2Cc2ccccc2)cc1	-0.4	-0.37
O=C(NCc1ccc(F)cc1)c1c2c(nc3ccccc13)CCN(Cc1ccccc1)C2	0.2	-0.02
Cc1ccc(C(=O)Nc2ccc3cn[nH]c3c2)cc1S(=O)(=O)N1CCOCC1	0.4	1.4
Cc1cc(C)nc(Sc2c(C)n[nH]c2C)n1	-2.5	-1.7
N#Cc1c(-c2ccc(Br)cc2)cc(-c2cccnc2)nc1N	3.3	1
COC(=O)C1=C(C(=O)OC)[C@@H]2Nc3ccccc3[C@@]23C[C@@H](C(=O)OC)N(C(=O)CC(C)C)C3=N1	-0.8	0.94
O=C(CCN1C(=O)c2ccccc2S1(=O)=O)Nc1ccc(F)c([N+](=O)[O-])c1	-0.2	1.3
Cc1ccccc1OCCCN1CCOCC1	-0.7	0.67
COC(=O)c1ccc(CSc2n[nH]c(=S)s2)o1	-1.3	-0.13
CCOCCCNC(=S)N1CCCN(c2nc3cc(C)cc(C)c3cc2C#N)CC1	-1.4	-1.5
Cc1cc(NC(=O)CSc2nnc(-c3ccoc3C)o2)no1	2.0	0.41
CCCCOc1ccc(/C=N/Nc2cc(N3CCOCC3)nc(C)n2)cc1	0.5	-0.11
Cc1ccnc(NC(=O)c2cccc(S(=O)(=O)Nc3ccc(C)cc3C)c2)c1	-1.6	.
Cc1cccc(CN2C(=O)NC(c3ccccc3)(c3ccccc3)C2=O)c1	-1.4	0.28
COc1cc(C(=O)N2CCCC(c3nc(-c4cccs4)no3)C2)cc(OC)c1OC (stereo not drawn)	-0.7	-0.11
NC(=O)c1oc2ccc(Cl)cc2c1NC(=O)CN1CCOCC1	-0.2	1.8
COn1c(=O)c(-c2ccc(F)cc2)[n+]([O-])c2ccccc21	-1.3	1.1
O=C(CS(=O)(=O)c1ccc2ccccc2c1)Nc1ccccc1Cl	-0.7	0.26
CCOc1ccc(CCNC(=O)COC(=O)COc2ccc(C(C)=O)cc2)cc1OCC	-0.5	1.3
COC(=O)c1ccc(C(=O)OC)c(N)c1	0.2	-0.1
COc1ccc(C2=NN(CCC(=O)NCc3ccc4c(c3)OCO4)C(=O)CC2)cc1	0.2	-0.79
CCCCC(=O)NC1(C(F)(F)F)C(=O)N(Cc2ccco2)C(C)=C1C(=O)OC (stereo not drawn)	-2.7	-0.01
Cc1ccc(Cn2ccc(NC(=O)c3noc4c3CCCCC4)n2)cc1	-1.5	-0.46
CCC(C)NC(=O)C(NS(=O)(=O)c1ccc2c(c1)c(=O)n(C)c(=O)n2C)c1ccccc1 (stereo not drawn)	0.2	.
O=C(CC1SC(N2CCOCC2)=NC1=O)Nc1cccc(C(F)(F)F)c1 (stereo not drawn)	-0.3	.
Cc1ccccc1N1CCN(C2CCCN(C(=O)c3ccsc3)C2)CC1 (stereo not drawn)	-1.1	-2.5
Cc1ccccc1Cc1c(C)nc2nc(SCC(=O)NCCCN3CCCCC3)nn2c1C	-2.9	-1.2
Cc1ccsc1C(=O)NCc1ccc(F)cc1	-0.9	-0.18
N#C/C(=C\c1ccc(OCc2ccc(C(=O)O)cc2)cc1)C(=O)NCc1ccccc1	-13	0.04
COc1ccccc1NC(=O)N(Cc1cccs1)Cc1cc2cc3c(cc2[nH]c1=O)OCO3	-1.8	-0.4
Fc1ccc(CNC(=S)Nc2ccccc2Cl)cc1	-1.9	-0.82
Cc1ccc(OCCCCn2ccnc2)c(Cl)c1	0.0	-0.12
(continued)
SMILES	STK33 kinase inh	Kir21 inh
CCOC(=O)n1n[n+]([O-])c2ccccc21	-0.1	-0.85
COc1cc(/C=N/Nc2cc(C)nc(N)n2)ccc1O	2.5	-1.8
CCOC(=O)Cc1csc(NC(=O)c2csc(C)c2)n1	1.0	-0.04
CCC(CC)c1ncc[nH]1	-0.6	-1.5
O=[N+]([O-])c1cc(C(F)(F)F)ccc1Sc1nccn1Cc1ccccc1	-0.8	-8.5*
Cc1cccc(-c2ncc(CN3CCCC(CO)(Cc4ccccc4C)C3)cn2)c1 (stereo not drawn)	2.2	-1.4
O=C(NCCN1CCN(c2ccccc2)CC1)c1ccc(NC(=O)C2CCCO2)cc1 (stereo not drawn)	-1.3	0.57
COc1ccc(N2CCN(S(=O)(=O)c3ccc(OC)cc3)CC2)cc1	0.4	-0.92
Cc1c(Cl)cccc1NC(=O)COC(=O)c1ccc(CN2CCCC2=O)cc1	-1.1	.
O=[N+]([O-])c1ccc(CN2CCN(c3ncccn3)CC2)cc1	-1.5	0.58
CCOc1cc(C2NC(=O)c3ccccc3O2)ccc1OC (stereo not drawn)	-0.9	0.26
COc1cccc([C@@H]2CC=C(C(=O)O)CN2S(=O)(=O)c2ccc(C)cc2)c1	-3.1	.
CCCCNC(=O)c1ccccc1NS(=O)(=O)c1ccc2c(c1)OCCO2	-0.3	-1
CC1(C)CC(=O)C2=C(C1)Oc1ncn(CCO)c(=N)c1C2c1ccccc1 (stereo not drawn)	-0.8	-2.1
CCOc1ccc(CCNC(=O)c2cc([N+](=O)[O-])ccc2N2CCOCC2)cc1OCC	-1.2	1.8
COc1ccc(-c2csc(N(CCCN(C)C)C(=O)c3ccccc3Cl)n2)cc1	1.4	-2.4
COCC(=O)Nc1c(C(=O)N2CCCC2)oc2ccccc12	-1.2	0.46
CC1O[C@@H](O[C@H](C)CC[C@@H](C)O[C@H]2OC(C)[C@@H](O)C[C@H]2O)C(O)C[C@H]1O (stereo partly drawn)	0.0	1.1
O=S(=O)(Nc1ccc(S(=O)(=O)Nc2ncccn2)cc1)c1ccc(Cl)cc1	-4.1	0.81
O=C(NCC1(N2CCCCC2)CCCCC1)c1ccc(NS(=O)(=O)c2ccccc2)cc1	0.1	-0.27
COc1ccc(OCC(=O)N2CCN(C(=O)c3cccc4ccccc34)CC2)cc1	2.5	0.01
COC(=O)c1c(C)[nH]c(C(=O)/C=C/c2cccc(Cl)c2)c1C	-2.9	0.01
COc1ccc(/C=C/C(=O)OCC(=O)Nc2cc(S(=O)(=O)N(C)C)ccc2Cl)cc1	-0.7	-1.3
O=C(Nc1cccc(S(=O)(=O)NC2=NCCC2)c1)c1ccccc1F	0.0	.
CCn1c2ccccc2c2cc(CN3CCN(S(C)(=O)=O)CC3)ccc21	0.4	-2
CCc1ccc(CN2CCN(C(=O)c3cccc(OC)c3OC)CC2)cc1	0.2	-0.25
CCC(OC(=O)CCc1nc2ccccc2[nH]c1=O)C(=O)c1ccccc1 (stereo not drawn)	-0.1	-0.03
CCc1cc(=O)oc2c(C)c(OC(C)C(=O)N3CC[C@@]4(O)CCCC[C@H]4C3)ccc12 (stereo partly drawn)	0.6	0.69
COc1cc(NC(=O)COC(=O)/C=C/c2c(C)nn(-c3ccc(F)cc3)c2Cl)cc(OC)c1	0.0	-0.13
CC1(c2nnc(Cc3ccccc3)o2)CC(c2ccccc2[N+](=O)[O-])=NO1 (stereo not drawn)	-0.8	0.22
NC(=O)COC(=O)c1ccc(S(=O)(=O)NCc2ccco2)cc1	-0.7	0.04
O=C(Cc1cccs1)NCc1ccccc1Br	-1.5	-0.75
COCCCNC(=O)Cn1cnc2c(OCc3ccccc3)ncnc21	-0.5	.
CC(=O)NCCc1nc2cc(NC(=O)c3cccs3)ccc2n1C	0.5	-0.64
CCn1nc(C)c(NC(=O)CSc2nnc(-c3ccco3)n2C)c1C	-0.2	0
CCCCn1c(SCc2nnc(-c3ccccc3)o2)nc2c1c(=O)n(C)c(=O)n2C	-1.2	0.1
CC(=O)c1ccccc1OCCOc1ccccc1C(C)=O	-1.6	1.4
CC(OC(=O)CN1C(=O)NC2(CCCC2)C1=O)c1ccc(F)cc1 (stereo not drawn)	-0.4	.
Cc1nc2ccc(C(=O)OCc3nnc(-c4ccccc4)o3)cc2nc1C	.	0.06
COc1ccc(OCC(=O)NNC(=O)c2c(-c3ccccc3Cl)noc2C)cc1	-0.3	-1.4
Cn1c2ccccc2c(=O)c2ccc(C#Cc3ccccn3)cc21	-0.2	0.16
COc1ccc(N(C(=O)/C=C/c2ccc(OC)c(OC)c2)C2=CC3CCC(C2)N3C)cc1 (stereo not drawn)	-1.6	0.78
CCOC(=O)c1ccc(N2C(=O)C(O)=C(C(C)=O)C2c2ccccn2)cc1 (stereo not drawn)	0.7	1.3
S=c1[nH]nc(-c2ccccn2)n1/N=C/c1cccc2ccccc12	-0.3	-0.03
CC(C)c1ccc(C(=O)Nc2cccnc2)cc1	1.3	-0.31
COc1ccc(C2=CSC3=NCCN23)cc1	-0.7	-0.01
CCOC(=O)C1=C(C)N(CC(C)C)C(=O)C1	-2.0	0.41
Cn1c(=O)[nH]c(=O)c2c1nc(N1CCCCC1)n2CCSc1nc2ccccc2o1	-1.3	0.93
O=C(O)c1cccc(NC(=S)NC(NC(=O)c2cccc([N+](=O)[O-])c2)C(Cl)(Cl)Cl)c1 (stereo not drawn)	0.4	1
C=CCN1C(=O)NC2(O)C(=O)c3ccccc3C12O (stereo not drawn)	-0.7	0.78
CCCOc1ccc2c3c(c(=O)oc2c1OCCC)CCCC3	-1.5	0.23
Cc1ccnc(NS(=O)(=O)c2ccc(NC(=O)CCS(=O)(=O)c3ccccc3)cc2)n1	-1.3	-2
CCOc1cc(-n2ncc(C#N)c2N)nc(SC)n1	-1.5	0.67
CC(=C/c1ccco1)/C=N/NC(=O)Cc1cccn1C	0.1	0.02
Cc1ccc(CN(Cc2cc3cccc(C)c3[nH]c2=O)C(=S)NCCCN(C)C)cc1	0.2	-2.1
COc1cccc(OCc2nnc(SCC(=O)NCc3ccco3)n2CCc2ccccc2)c1	1.0	-0.4
